D2 antag: antagonizes the human D2 dopamine receptor | HEK293 TREx D2 cells, calcium flux, dopamine EC80 | 2% of 340,000 active | inhibition, % at 10 µM; in the data active means inhibition above about 30%; further: 0% is about no effect
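Calcium flux kinetic readout in an inducible HEK293 TREx D2 line plated overnight at 30 C. After 180 s compound exposure, an EC80 dopamine challenge follows with another 180 s kinetic read to detect antagonism.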
TrxR1 inh: blocks rat thioredoxin reductase 1; O89049; recombinant rTrxR1, NADPH fluorescence consumption, selenite substrate; Potency, µM (highest dose often 114 µM), without a hit: top-dose activity change, negative = inhibition, actives largely listed as inhibitors; 1% of 390,000 active; AID 588453; further: potency means the concentration at half of the fitted maximal effect; on the % scale 0 is the no-effect control and ±100 the full control effect; nearly all actives have a fitted effect of over 65% in size
Target sequence (O89049 whole entry, looked up): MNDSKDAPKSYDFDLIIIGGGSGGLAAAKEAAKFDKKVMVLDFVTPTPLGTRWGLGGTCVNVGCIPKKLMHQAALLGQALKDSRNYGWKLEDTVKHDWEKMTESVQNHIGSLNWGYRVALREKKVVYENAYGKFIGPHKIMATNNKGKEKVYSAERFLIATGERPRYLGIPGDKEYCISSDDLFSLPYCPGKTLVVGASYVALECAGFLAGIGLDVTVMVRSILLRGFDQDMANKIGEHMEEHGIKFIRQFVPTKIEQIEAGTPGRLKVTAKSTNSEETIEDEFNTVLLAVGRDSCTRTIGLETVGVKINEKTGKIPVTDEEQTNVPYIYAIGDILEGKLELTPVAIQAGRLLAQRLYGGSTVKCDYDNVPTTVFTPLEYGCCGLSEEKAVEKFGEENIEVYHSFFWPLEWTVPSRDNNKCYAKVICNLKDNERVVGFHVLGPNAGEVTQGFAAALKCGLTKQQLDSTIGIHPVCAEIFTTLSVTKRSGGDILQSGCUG
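Rat TrxR1 (90 nM in the dispensed reagent) was pre-reduced with 400 uM NADPH for 5 min at room temperature, then incubated with compound for 15 min. After 400 uM selenite was added, NADPH fluorescence (Ex 340/Em 450 nm) was followed for 8 min.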
TRHR ag: agonists of human TRH receptor | P34981 | activation, % at 2 µM | 0.18% of 360,000 active | AID 493084 | TRHR cells, calcium flux fluo-8, FDSS agonist mode; in the data active means activation above about 30%; further: 0% is about no effect
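Fluo-8-loaded TRHR cells; 10 s baseline, compound added, kinetic Ca2+ fluorescence read 1/s, agonist mode.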
mIDH1 inhibitor: human IDH1 R132H inhibition; O75874; IDH1-R132H enzyme, NADPH consumption, diaphorase/resazurin fluorescence; Potency, µM (top dose mostly 76.6 µM), inactives show at the top dose activity change, negative = inhibition, usual class: inhibitors; 0.093% of 390,000 active; further: potency means the concentration at half of the fitted maximal effect; on the % scale 0 is the no-effect control and ±100 the full control effect; nearly all actives have a fitted effect of over 65% in size
Target sequence (O75874 whole entry R132H, stated change not applied): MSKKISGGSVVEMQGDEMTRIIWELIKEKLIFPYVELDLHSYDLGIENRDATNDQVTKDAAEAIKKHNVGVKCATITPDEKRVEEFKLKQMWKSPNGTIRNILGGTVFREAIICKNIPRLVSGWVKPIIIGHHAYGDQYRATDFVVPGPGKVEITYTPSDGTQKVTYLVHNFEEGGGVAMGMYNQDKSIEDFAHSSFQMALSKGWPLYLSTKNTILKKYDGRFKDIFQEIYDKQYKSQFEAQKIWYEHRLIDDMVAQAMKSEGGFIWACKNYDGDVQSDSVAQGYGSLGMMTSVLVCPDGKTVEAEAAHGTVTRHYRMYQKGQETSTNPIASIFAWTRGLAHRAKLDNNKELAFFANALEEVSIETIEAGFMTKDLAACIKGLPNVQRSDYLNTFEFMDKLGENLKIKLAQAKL
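IDH1-R132H (0.5 ug/mL dispensed) in pH 7.5 Tris buffer was preincubated 30 min with compound, then given a substrate mix of 0.016 mM NADPH and 2 mM alpha-KG for 80 min at room temperature; remaining NADPH was read by diaphorase/resazurin fluorescence.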
D2 agonist: activates the human D2 dopamine receptor. P14416. HEK293 T-REx D2 cells, calcium flux agonist mode. activation, % at 2 µM. 0.53% of 340,000 active. AID 485358;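 active means activation over 3 SD above normal in the single-dose calcium agonist read, cut at about 30% in these data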; further: 0% is about no effect
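Agonism scored from kinetic calcium signal (1 read/sec, 180 s) following compound pin transfer, after a 10 s baseline. Cells: HEK293 Trex line expressing inducible D2 receptor coupled to calcium, dye-loaded after overnight culture at 30 C.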
TRHR enhancer: allosteric enhancers of human TRH receptor | P34981 | TRHR cells, fluo-8 calcium fluorescence, EC20 TRH enhancement | enhancement, % at 2 µM | 0.66% of 360,000 active | AID 493056; in the data active means enhancement above about 30%; further: 0% is about no effect
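Enhancer read-out: after compound pinning and an initial kinetic agonist-mode read, an EC20 of TRH (10 nM final) was injected and fluo-8 calcium signal (Ex 480/Em 530) followed at 1 s/cycle for 100 cycles in TRHR-expressing cells.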
USP1 inh: inhibitors of human USP1/UAF1 deubiquitinase. AID 743255. Potency, µM (top dose mostly 57.1 µM), for the others: at the top dose activity change, negative = inhibition, usual class: inhibitors. O94782. recombinant USP1/UAF1, Ub-Rhodamine cleavage fluorescence. 0.23% of 390,000 active; further: potency means the concentration at half of the fitted maximal effect; on the % scale 0 is the no-effect control and ±100 the full control effect; nearly all actives have a fitted effect of over 60% in size; inactives centre near -12
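1 nM enzyme complex + cpd, 15 min RT; start with Ub-Rho 150nM final; kinetic fluorescence ex 480/em 540, 6 reads q60 s. Buffer 50mM HEPES pH 7.8, 0.5mM EDTA, 0.1 mg/ml BSA, 1mM TCEP, 0.01% Tween-20.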
TrxR1 substrate: substrates of rat thioredoxin reductase 1. Potency, µM (doses to about 114 µM), for the others: at the top dose activity change, negative = substrate turnover. 0.01% of 390,000 active. purified TrxR1 substrate turnover, NADPH consumption readout. O89049; further: potency means the concentration at half of the fitted maximal effect; on the % scale 0 is the no-effect control and ±100 the full control effect; nearly all actives have a fitted effect of over 50% in size
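Rat TrxR1, dispensed at 90 nM, was prereduced with 400 uM NADPH (final) for 5 min at ~22 deg C, then incubated with compound 15 min before 400 uM selenite. A first-read NADPH fluorescence drop versus no-compound background flagged substrates.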
Pin1 inhibitor: blocks the human prolyl isomerase Pin1; Q13526; Pin1 FP peptide displacement, HiFluor488, 10 min; Potency, µM (highest dose often 115 µM), inactives show top-dose activity, negative = inhibition, most hits filed as inhibitors; 0.009% of 390,000 active; AID 504891; active means well fitted inhibition curve with a large enough effect in the polarisation, with a control signal flat, not every such curve was filed as active; inconclusive means small, poorly fitted or top-dose-only effect, or effect the other way, or a change in a side signal; inactive means no such curve, though single readings can be large or run the other way; the % refers to the polarisation; further: potency means the concentration at half of the fitted maximal effect; on the % scale 0 is the no-effect control and ±100 the full control effect
Target sequence (Q13526 whole entry, looked up): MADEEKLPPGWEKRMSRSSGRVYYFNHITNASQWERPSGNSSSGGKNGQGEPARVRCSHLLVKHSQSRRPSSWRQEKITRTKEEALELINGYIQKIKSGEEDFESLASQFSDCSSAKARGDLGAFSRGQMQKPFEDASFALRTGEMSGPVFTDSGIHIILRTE
Starred values were filed as active, the others as inactive; ? = inconclusive; nt = no result given; & = joins results of further samples; [ ] = dose if it differs, or a comment. Unless noted, the call rests on the fitted dose curve; in most records, active means well fitted inhibition curve with a large enough effect; inconclusive means small, poorly fitted or top-dose-only effect; inactive means no such curve, though single readings can be large or run the other way. An excerpt. The share of hits here may be higher or lower than overall.

| compound | D2 antag | USP1 inh | TRHR ag | TrxR1 substrate | TRHR enhancer | TrxR1 inh | Pin1 inhibitor | D2 agonist | mIDH1 inhibitor |
| --- | --- | --- | --- | --- | --- | --- | --- | --- | --- |
| COc1cc(CN2CCCC(C(=O)c3sccc3C)C2)cc(Cl)c1O (stereo not given) | -8 | -16% | -2.1 | 3%[57.1 µM] | -5 | 16%[57.1 µM] | -2% | 0.0 | 26% |
| Cc1ccc(NC(=O)c2ccc3snnc3c2)cc1 | 4 | -7% | 0.2 | -9% | -3 | 1% | ? | -0.4 | 2% |
| CCCNS(=O)(=O)c1ccc(OCC(=O)N2CCN(Cc3ccc4c(c3)OCO4)CC2)cc1 | -3 | -13% | 0.1 | 10% | -2 | 33% | 4% | 0.0 | -2% |
| O=c1c2cc(Br)ccc2[nH]c(=S)n1-c1ccccc1 | 11 | 4% | 0.4 | -8% | -11 | -10%[57.1 µM] | 0% | 4.3 | -3% |
| CCCCCCNc1nc(OC)nc(N2CC3CC(C2)c2cccc(=O)n2C3)n1 (stereo not given) | -8 | -9% | -1.3 | 2% | 0 | 9% | 1% | -0.4 | 18% |
| O=C(C[N+]12CCC(CC1)C(OC(=O)c1ccccc1)C2)c1ccc([N+](=O)[O-])cc1 (stereo not given) | 33* | -7% | -1.6 | 3% | -2 | 20% | -10% | -1.1 | 5% |
| COc1cc(O)cc2c1C(=O)OC(C)CCCC(=O)CCC/C=C\2 (stereo not given) | nt | -19% | -0.5 | 9%[0.0914 µM] | 9 | 11%[0.0914 µM] | -1% | nt | 3% |
| CCOC(=O)c1cccc(NC(=O)NCc2ccc3c(c2)CCN3C(=O)c2ccccc2)c1 | nt | -22% | -0.1 | 8%[57.1 µM] | 8 | 28%[57.1 µM] | 48%[activator] | 0.8 | 22% |
| CNCC(=O)c1ccccc1 | nt | -26% | nt | 3% | nt | 8% | -3% | nt | ? |
| Nc1c(C(=O)Nc2ccc(Br)cc2F)sc2nc3c(cc12)N1CCC3CC1 | nt | -19% | -4.0 | 81%[activator] | 5 | 62%[activator] | 0% | -1.4 | -7% |
| CC(C)C12CN3CCN(CC(C3)C1O)C2 (stereo not given) | -14 | -8% | -0.2 | 5% | 1 | 16% | -9% | 0.3 | 1% |
| CN(CCc1ccccc1)Cc1c[nH]c2ccccc12 | 28 | -24% | 2.6 | -1% | 10 | 10% | -6% | 20 | -9% |

3 compounds out of the list, sorted by number of heavy atoms, lowest first:
| compound | D2 antag | USP1 inh | TRHR ag | TrxR1 substrate | TRHR enhancer | TrxR1 inh | Pin1 inhibitor | D2 agonist | mIDH1 inhibitor |
| --- | --- | --- | --- | --- | --- | --- | --- | --- | --- |
| CC(C)C12CN3CCN(CC(C3)C1O)C2 (stereo not given) | -14 | -8% | -0.2 | 5% | 1 | 16% | -9% | 0.3 | 1% |
| Cc1ccc(NC(=O)c2ccc3snnc3c2)cc1 | 4 | -7% | 0.2 | -9% | -3 | 1% | ? | -0.4 | 2% |
| Nc1c(C(=O)Nc2ccc(Br)cc2F)sc2nc3c(cc12)N1CCC3CC1 | nt | -19% | -4.0 | 81%[activator] | 5 | 62%[activator] | 0% | -1.4 | -7% |

The list goes on:
| compound | D2 antag | USP1 inh | TRHR ag | TrxR1 substrate | TRHR enhancer | TrxR1 inh | Pin1 inhibitor | D2 agonist | mIDH1 inhibitor |
| --- | --- | --- | --- | --- | --- | --- | --- | --- | --- |
| COC(=O)C1=C(c2ccc(F)cc2OCc2ccccc2)C[C@@H]2CC[C@H]1N2C(=O)NCc1ccco1 | 11 | -20% | -0.6 | -1% | -5 | -17% | -11% | -1.4 | -18% |
| COc1cc2c(C(=O)N3CCN(C)CC3)c(C)n(C)c2cc1Br | -1 | -4% | 0.7 | 0% | 5 | 3% | ? | 0.0 | 1% |
| COC(=O)[C@@H](N)CCCN=C(N)N[N+](=O)[O-] | 5 | ? | -0.8 | 10%[57.1 µM] | -4 | 21%[57.1 µM] | 4% | -1.8 | -2% |
| O=C(O)C1CSC(c2cccnc2)N1 (stereo not given) | -6 | -24% | 1.0 | -4%[57.1 µM] | -2 | 23%[57.1 µM] | 0% | 0.6 | 9% |
| CCCNc1nc(OC)nc(N2CC3CC(C2)c2cccc(=O)n2C3)n1 (stereo not given) | -10 | 0% | 0.5 | -6% | 0 | 3% | 2% | -0.4 | -1% |
| COc1ccc(-c2nn3c(=O)cc(CN4CCN(C(=O)COc5ccc(F)cc5)CC4)nc3s2)cc1 | nt | -11% | -0.1 | 10%[57.1 µM] | -6 | 29%[57.1 µM] | -6% | -0.3 | 0% |
| COC(=O)C1=C(c2ccc(Cl)c(C(F)(F)F)c2)C[C@@H]2CC[C@H]1N2C(=O)NCc1cc(C)oc1C(F)(F)F | 4 | -1% | 0.7 | 3%[57.1 µM] | -3 | 9%[57.1 µM] | 2% | 0.2 | -14% |
| Cc1ccc2nc(N3CCN(C)CC3)[nH]c2c1 | 11 | -3% | 0.0 | 2% | 1 | -3% | -1% | 1.1 | -6% |
| COc1ccc(C(=O)NC(=S)N2C[C@H]3C[C@H](C2)c2cccc(=O)n2C3)cc1 | 17 | -5% | 0.0 | 3% | 1 | -6% | 0% | 0.2 | 26% |
| CC(C)(C)NC(=O)NC(=O)CN1CC=C(c2ccccc2)CC1 | -7 | ? | -0.1 | -2% | -1 | 10% | 0% | 1.3 | 11% |
| CC(=O)C1CCC2C3CCC4CC(O)CCC4(C)C3CCC12C (stereo not given) | 12 | -27% | 0.3 | 6% | 10 | 2% | -4% | -1.1 | 1% |
| CNC(=O)c1cccn(Cc2ccc(C(F)(F)F)cc2)c1=O | -2 | -8% | 0.8 | 70% | -7 | 29%[57.1 µM] | -15% | 0.5 | 9% |

| compound | D2 antag | USP1 inh | TRHR ag | TrxR1 substrate | TRHR enhancer | TrxR1 inh | Pin1 inhibitor | D2 agonist | mIDH1 inhibitor |
| --- | --- | --- | --- | --- | --- | --- | --- | --- | --- |
| CCOc1ccccc1CN(CCc1ccc2c(c1)OCO2)Cc1ccc(CC)cc1 | nt | -20% | 1.0 | 8% | -9 | 13% | 0% | -2.2 | -5% |
| O=P(O)(Oc1ccccc1)c1ccccc1 | nt | -10% | nt | 3%[11.4 µM] | nt | 10%[11.4 µM] | -3% | nt | 4% |
| [N-]=[N+]=NCc1cn2cccnc2n1 | -2 | -9% | 0.2 | 33%[activator][57.1 µM] | -1 | 2%[57.1 µM] | -2% | 2.5 | 1% |
| O=c1[nH]c2ccccc2c(=O)n1-c1ccc(Cl)cc1Cl | -9 | -16% | 0.2 | 2%[57.1 µM] | 11 | 20%[57.1 µM] | 1% | -0.1 | 1% |
| CCNC(=S)NCCC1=c2ccccc2=N/C1=C\c1c(O)n(C)c(=O)n(C)c1=O | -7 | -21% | 0.5 | -8% | -1 | ? | -4% | 0.5 | -7% |
| COCCCNC(=O)c1c(N)n(Cc2ccco2)c2nc3ccccc3nc12 | -9 | -24% | 6.6 | 142%[activator] | 2 | ? | -2% | 3.0 | -3% |
| CCOP(=O)(OCC)C(O)c1cccnc1 (stereo not given) | 4 | -3% | 1.1 | 6%[11.4 µM] | -2 | 20%[11.4 µM] | -6% | 1.0 | 6% |
| O=C(Nc1ccc2ccccc2c1)N1C[C@H]2C[C@@H](C1)c1cccc(=O)n1C2 | 13 | -6% | -0.8 | 14% | 1 | 36%[activator] | -2% | -0.2 | 6% |
| FC(F)(F)c1ccccc1CCN1CCNCC1 | -6 | -28% | 2.3 | 3% | 9 | 17% | -4% | 1.0 | -13% |
| S=P(NCCSCc1ccccc1)(N1CC1)N1CC1 | nt | -9% | nt | -1% | nt | 65%[activator] | -1% | nt | 2% |
| CCCNC(=O)N1[C@H]2CC[C@@H]1C(C(=O)OC)=C(c1ccc(F)cc1F)C2 | 6 | -26% | -0.2 | 5%[57.1 µM] | -1 | 7%[57.1 µM] | -3% | 0.7 | 7% |
| O=C(c1ccco1)N1CCN(C(=O)c2ccc(COc3ccc(Cl)cc3Cl)o2)CC1 | nt | -6% | nt | -3%[57.1 µM] | nt | 7.1µM* | ? | nt | -10% |

| compound | D2 antag | USP1 inh | TRHR ag | TrxR1 substrate | TRHR enhancer | TrxR1 inh | Pin1 inhibitor | D2 agonist | mIDH1 inhibitor |
| --- | --- | --- | --- | --- | --- | --- | --- | --- | --- |
| NC(N)=NC(=O)c1nc(Cl)c(N)nc1N | -25 | -18%&-20% | -0.4 | 46%[activator][57.1 µM] | 10 | -6%[57.1 µM] | 0%&-2%&1% | 0.9 | 14%&-3% |
| CCN(CC)C(=O)c1ccc(NC(=O)c2cccc(S(=O)(=O)N3CCN(Cc4ccccc4)CC3)c2)cc1 | -12 | -17% | 0.4 | 9% | -2 | ? | 9% | 1.7 | 2% |
| CN(C)c1ccc(C=C2C=CC=C2)cc1 | nt | -20% | nt | -10%&-4% | nt | ? | -5% | nt | 2% |
| Nc1c(C(=O)Nc2cccc(F)c2)sc2nc(-c3cccs3)ccc12 | nt | ? | 4.6 | -1% | -13 | -8% | ? | 3.0 | -9% |
| CN1c2ccc([N+](=O)[O-])cc2CC2(C(=O)NC(=O)N(c3ccc(Br)cc3)C2=O)C1c1ccccc1 (stereo not given) | 3 | -14% | -0.5 | -8% | 1 | 8% | 24% | 0.1 | -6% |
| Oc1ccc(O)c2c1C1(Cl)C(Cl)=C(Cl)C2(Cl)C1(Cl)Cl | nt | -7% | nt | -4%[57.1 µM] | nt | -2%[2.29 µM] | 2% | nt | -8% |
| O=c1[nH]c(=O)n(CCC2=CCCCC2)c(O)c1/C=N/Nc1ccccc1 | -3 | 0% | 0.6 | 6% | -4 | 0%[57.1 µM] | 35%[activator] | -0.6 | 1% |
| CC1CCN(C(=O)C(C)Cl)CC1 (stereo not given) | 16 | -15% | 1.1 | 8%[57.1 µM] | -4 | 8%[57.1 µM] | 1% | -0.2 | 3% |
